# PAFAH2 inh = PAFAH2 enzyme inhibitors, primary screen, biochemical, fluorescence polarization, human. recombinant PAFAH2, FP-rhodamine activity probe. inhibition, % at 3.39 µM. 340,000 tested, 0.99% active. Platelet-activating factor acetylhydrolase 2, cytoplasmic (Homo sapiens), Q99487;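 active = inhibition above the mean over all tested compounds plus 3 SD, cut at about 30% in these data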;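 note: inhibitors block probe labeling of enzyme so polarization drops; 0% = enzyme with DMSO and 100% = wells lacking PAFAH2 protein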
# PP5 inh = PP5 phosphatase inhibitors, primary screen, biochemical, fluorescence | inhibition, % at 6.7 µM | Serine/threonine-protein phosphatase 5 (Homo sapiens), P53041 | 320,000 tested, 0.18% active | purified PP5c, OMFP substrate fluorescence;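 active = inhibition above the campaign's mean inhibition across all tested compounds plus 3 SD, cut at about 9.5% in these data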;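 note: 0% = DMSO only and 100% = 100 µM cantharidin control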
# Target sequence (P53041 whole entry, looked up): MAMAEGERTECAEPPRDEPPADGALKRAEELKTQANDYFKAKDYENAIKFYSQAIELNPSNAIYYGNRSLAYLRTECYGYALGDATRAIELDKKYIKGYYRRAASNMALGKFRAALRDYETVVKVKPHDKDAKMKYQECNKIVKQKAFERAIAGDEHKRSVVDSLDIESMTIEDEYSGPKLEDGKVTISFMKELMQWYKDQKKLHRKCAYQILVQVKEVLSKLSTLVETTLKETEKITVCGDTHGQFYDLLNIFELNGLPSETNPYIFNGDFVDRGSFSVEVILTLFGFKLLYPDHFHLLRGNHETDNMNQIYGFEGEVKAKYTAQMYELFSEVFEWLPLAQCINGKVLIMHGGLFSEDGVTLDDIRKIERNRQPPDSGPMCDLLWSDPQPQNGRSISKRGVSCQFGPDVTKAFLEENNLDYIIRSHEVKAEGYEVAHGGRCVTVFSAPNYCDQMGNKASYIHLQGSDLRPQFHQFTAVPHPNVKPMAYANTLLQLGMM
# proCasp3 act = activators of human procaspase-3 D3A mutant, primary screen, biochemical, absorbance, PC-3 D3A mutant, single concentration; recombinant procaspase-3 D3A, Ac-DEVD-pNA absorbance 405 nm; AID 463141, 2010; 330,000 tested, 0.11% active; Caspase-3 (Homo sapiens), P42574; activation, % at 8.5 µM;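 active = activation above the mean of all tested compounds plus 3 SD, cut at about 21% in these data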;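 note: 0% = DMSO alone and 100% = DMSO wells spiked with extra 5 µM PC-3 D3A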
# Target sequence (P42574 whole entry D9A/D28A/D175A): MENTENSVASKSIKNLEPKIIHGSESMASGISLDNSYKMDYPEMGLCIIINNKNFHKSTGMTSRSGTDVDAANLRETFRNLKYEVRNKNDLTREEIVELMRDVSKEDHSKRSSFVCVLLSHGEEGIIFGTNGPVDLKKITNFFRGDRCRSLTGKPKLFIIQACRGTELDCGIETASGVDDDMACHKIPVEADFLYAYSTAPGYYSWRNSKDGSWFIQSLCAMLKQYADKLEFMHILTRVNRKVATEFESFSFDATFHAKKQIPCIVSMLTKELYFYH
#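 Compound: 8.5 µM single point, 0.8% DMSO / Material: Autoprocessing-dead procaspase-3 D3A mutant enzyme / Timing: 1 h preincubation plus 2 h reaction at 25 °C / Medium: Zinc-free HEPES/NaCl buffer with 0.01% Triton X-100 at pH 7.4 / Technique: 405 nm absorbance of p-nitroaniline, reads at 0 and 120 min / Repeats: one well per compound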
# AHR act = AHR activators, primary screen, cell-based, luminescence, luciferase reporter, human. AHR-responsive luciferase reporter cells. AID 2796, 2010. Aryl hydrocarbon receptor (Homo sapiens), P35869. activation, % at 5 µM. 320,000 tested, 2.5% active; in the data active = activation above about 47%;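 note: 0% = vehicle wells and 100% = reference agonist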
# TPT1 inh = Candida albicans TPT1 enzyme inhibitors, primary screen, biochemical, fluorescence polarization; tRNA 2'-phosphotransferase TPT1 (Candida albicans SC5314); recombinant caTPT1, FP RNA substrate dephosphorylation; inhibition, % at 5 µM; 300,000 tested, 0.81% active; AID 1962, 2009;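 active = inhibition above the mean of all tested compounds plus 3 SD, set per screening campaign, cut at about 24% in these data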;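 note: plate controls were DMSO alone for no effect and ferristatin control at 100 nM for full effect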
# core dimer inh = inhibitors of HCV core protein dimerization, primary screen, biochemical, TR-FRET, high-throughput; TR-FRET GST/Flag-core106 dimerization, 1536-well; inhibition, % at 5 µM; 300,000 tested, 0.33% active; AID 1899, 2009;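 active = inhibition above the mean of all tested compounds plus 3 SD, set per screening campaign, cut at about 45% in these data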
#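 Material: Tagged HCV core106 pair (GST and Flag) | Amount: GST-core106 13.5 nM, Flag-core106 17 nM | Medium: KF-containing HEPES buffer, pH 7.45, DTT, CHAPS, BSA | Reagent: Eu donor and XL665 acceptor anti-tag antibodies | Schedule: 4 h at 22.5 °C | Technique: Time-resolved FRET, ex 340 nm, em 617 and 671 nm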
# proCasp7 act = procaspase-7 activators, primary screen, counter-screen for procaspase-3 activator project, biochemical, absorbance, HTS, human; recombinant procaspase-7, Ac-DEVD-pNA absorbance 405 nm; D23A/D198A/D206A triple mutant, cannot self-cleave; scale: DMSO 0, 5 µM enzyme 100; activation, % at 8.5 µM; 330,000 tested, 0.093% active;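 active = percent activation above the screen-wide mean plus 3 SD, cut at about 25% in these data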
#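 Assay system: Uncleavable procaspase-7 mutant enzyme / Input: 2 µM procaspase-7 mutant as dispensed / Dosing: single nominal 8.5 µM compound dose, 0.8% DMSO final / Timing: 1 h enzyme–compound preincubation and 2 h substrate reaction, both 25 °C / Detection: p-Nitroaniline absorbance at 405 nm, read at 0 and 120 min / Replication: singlicate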
# CTSL1 counter = Fasciola hepatica cathepsin L1 inhibitors, primary screen, counter-screen for PFM18AAP inhibitor project, biochemical, QFRET, fluorogenic peptide substrate | recombinant F. hepatica cathepsin L1, Z-Leu-Arg-MCA fluorescence | inhibition, % at 5.96 µM | 300,000 tested, 0.49% active | AID 1906, 2009;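 active = inhibition above the mean of all tested compounds plus 3 SD, set per screening campaign, cut at about 17% in these data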;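 note: 0% = plate median of test compound wells and 100% = 1 µM Z-Phe-Ala-diazomethylketone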
# PP1 counter = PP1-alpha phosphatase inhibitors, primary screen, counter-screen for PP5 inhibitor project, biochemical, fluorescence, OMFP substrate, single point. Serine/threonine-protein phosphatase PP1-alpha catalytic subunit (Homo sapiens), P62136. purified PP1alpha. inhibition, % at 6.7 µM. AID 2235, 2010. 320,000 tested, 0.9% active;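 active = inhibition above the mean inhibition of all tested compounds plus 3 SD, computed separately for each screening campaign, cut at about 15% in these data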
# Target sequence (P62136 whole entry, looked up): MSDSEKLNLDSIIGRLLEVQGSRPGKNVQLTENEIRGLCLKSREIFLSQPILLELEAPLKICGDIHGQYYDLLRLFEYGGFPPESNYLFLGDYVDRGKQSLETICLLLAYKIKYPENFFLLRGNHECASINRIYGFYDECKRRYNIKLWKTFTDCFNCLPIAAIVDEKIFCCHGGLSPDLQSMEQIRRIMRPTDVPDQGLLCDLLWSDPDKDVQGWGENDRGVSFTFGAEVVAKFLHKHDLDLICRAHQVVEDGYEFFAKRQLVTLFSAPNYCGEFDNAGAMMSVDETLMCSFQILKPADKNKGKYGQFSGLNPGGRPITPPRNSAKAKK
# The depositor's hits bear a star; . = no result given. Compounds as they come; 5.6% or so of the library scored in one or more.
SMILES,PAFAH2 inh,PP5 inh,proCasp3 act,AHR act,TPT1 inh,core dimer inh,proCasp7 act,CTSL1 counter,PP1 counter
Cc1nn(C)c(C)c1NS(=O)(=O)c1ccc(OC(F)(F)F)cc1,4,2.0,0,2,-2,2,4,14,-6
CS(=O)(=O)N(CC(=O)NCCSCc1c(F)cccc1Cl)c1ccc2c(c1)OCO2,7,3.8,-4,1,-7,2,-3,1,-2
Cc1ccc(C)c(OCC(=O)Nc2cc(C)on2)c1,2,0.8,4,-1,-4,9,10,3,-3
Cc1cnccc1NC(=O)c1cccs1,-5,-2.5,-2,-3,-2,-4,-9,10,-4
CCN(C(=O)CSc1nc2ccccc2c(=O)n1C(C)COC)C1CCS(=O)(=O)C1 (stereo not drawn),-3,-0.6,3,0,-2,-5,-5,2,-1
CN(C)/C=N/c1nc2nccc(-c3ccc(Cl)cc3)n2n1,-1,0.8,-1,6,-4,-1,-7,6,1
COc1ccccc1NC(=O)Nc1nnc(Cc2ccc(F)cc2)s1,-4,4.2,-10,60*,-2,6,2,1,12
CCN(CC)C(=O)Cn1cc(S(=O)(=O)CC(=O)NCc2ccc(C)cc2)c2ccccc21,-12,0.3,4,1,-6,4,0,-6,-2
O=C(c1ccc(S(=O)(=O)N2CCOCC2)cc1)N(c1ccccc1)C1C=CS(=O)(=O)C1 (stereo not drawn),1,2.4,1,-1,1,-3,1,-2,1
COc1cccc(NS(=O)(=O)c2cc(C)ccc2OC)c1,-2,3.6,-1,5,5,4,-5,0,1
S=c1nc(C2CC2)n(-c2ccccc2)[nH]1,4,1.6,-7,3,0,0,7,-5,-2
CS(=O)(=O)n1nc(C(=O)N2CCOCC2)nc1N,-9,-4.5,0,0,2,-3,-6,-2,-9
OC1(c2ccccc2)c2ccccc2-c2ncccc21 (stereo not drawn),2,0.5,6,11,-2,3,10,0,-4
COc1ccc(/C(C)=N/NC(=O)CNC(=O)c2ccco2)cc1,-4,0.7,6,7,2,0,-2,-4,-6
COC(=O)C1=C(C)N(c2ccc(Cl)cc2)/C(=C/c2ccc(O)cc2)C1=O,2,3.0,-2,0,-3,4,-5,-3,-4
Cc1ccc(F)c(Cn2cnc3c(cnn3C(C)(C)C)c2=O)c1Cl,-1,1.5,1,0,.,.,10,.,6
Cc1cc(NC(=O)CSCC(=O)N(C)Cc2ccc(Cl)cc2Cl)no1,1,0.1,1,-1,-1,3,0,-2,-7
Cc1cc(C(=O)N2CCCC(C(=O)c3cccc4ccccc34)C2)nc(C)n1 (stereo not drawn),-8,-3.3,1,5,0,2,1,-2,-11
O=C(c1ccco1)N1CCN(c2ncnc3sc4c(c23)CCC4)CC1,2,2.5,-5,-3,-3,16,10,-2,2
CCc1nc(SCC(=O)c2ccccc2)c2c(=O)n(C)c(=O)n(C)c2n1,6,1.0,10,13,3,7,3,3,0
O=C(CSCc1ccc(Cl)cc1Cl)Nc1ccccc1C(=O)Nc1ccc(C(=O)O)cc1,3,3.6,-1,7,-1,10,0,6,4
Cc1[nH]nc2c1C1(CCN(C(=O)OCc3ccccc3)CC1)C(C#N)=C(N)O2,7,2.3,0,5,2,-4,-11,-8,2
O=C(CSc1nc2ccccc2c2c1CCCC2)N1CCOCC1,5,1.5,9,30,-2,8,2,6,0
CC1=C(C(=O)Nc2ccccc2)C(c2ccco2)n2ncnc2N1 (stereo not drawn),7,-3.3,-3,2,1,-1,2,-1,-3
CCC(=O)Nc1nnc(Sc2ccc(N(C)C)cc2)s1,5,-0.6,6,14,2,6,-10,-3,2
CSCC[C@H](NC(=O)C1CCN(S(=O)(=O)c2ccc(C)cc2C)CC1)c1nc2ccccc2[nH]1,2,.,0,1,.,.,8,.,.
COc1ccc(NC(=O)CN2CCN(CC(=O)Nc3ccccc3Cl)CC2)cc1Cl,-7,3.6,2,-1,-3,-2,-3,3,-2
Cc1cccc(C(=O)Nc2ccc(CC(=O)O)cc2)c1,-11,5.4,-2,-15,0,-4,3,2,-7
CN1CCN(c2ccc(NC(=O)c3ccccc3)cc2)CC1,5,0.7,2,7,-3,2,-2,-3,0
COc1ccc2c3n(nc2c1)CCN=C3c1cc(Cl)c(N)c(Cl)c1,3,5.0,4,61*,0,10,-5,3,0
CCCC(c1nnnn1C(C)(C)CC)N(CCCO)Cc1cc2cc(C)cc(C)c2[nH]c1=O (stereo not drawn),8,2.0,1,10,-4,1,-5,4,7
COc1ccc(S(=O)(=O)NCC(=O)N(CC(=O)NCC2CCCO2)c2c(C)cccc2C)cc1 (stereo not drawn),2,0.7,2,1,-4,-2,7,-2,-2
Cc1cc(F)cc(C)c1Cn1cnc2c(cnn2C(C)(C)C)c1=O,-6,.,-6,0,.,.,9,.,.
CC(=O)N1CCn2c3c(c4cc(C)ccc42)CCCC31 (stereo not drawn),1,0.8,2,35,-1,0,1,3,-3
O=C(O)COc1ccc(/C=N/NC(=O)c2ccccc2Br)cc1,1,2.9,-7,11,-3,-4,1,-3,-2
CN(CCOc1ccc(Cl)c(Cl)c1)Cc1ccccc1,9,2.6,1,3,-2,1,9,4,2
CC[N+](CC)(CCO)CCCN1C(=O)C2CC=C(Cl)CC2C1=O (stereo not drawn),2,2.2,-3,0,-2,-2,5,0,-1
O=C(NCCc1c[nH]c2ccccc12)C(=O)NCC(c1ccco1)N1CCN(c2ccccc2F)CC1 (stereo not drawn),4,5.9,5,3,51*,4,-2,2,3
COc1ccc2[nH]c(=O)c(CN(CCO)S(=O)(=O)c3ccc(C)cc3)cc2c1,-58,-2.6,2,1,-2,-1,-5,1,-7
CCNC(=S)Nc1ccc(C)c(S(=O)(=O)Nc2ccccc2OC)c1,4,1.1,-7,1,-5,-3,3,4,-3

# Profiles from above. Order of screens: PAFAH2 inh	PP5 inh	proCasp3 act	AHR act	TPT1 inh	core dimer inh	proCasp7 act	CTSL1 counter	PP1 counter
# `CSCC[C@H](NC(=O)C1CCN(S(=O)(=O)c2ccc(C)cc2C)CC1)c1nc2ccccc2[nH]1` in the list: 2	.	0	1	.	.	8	.	.
# `COc1ccc(NC(=O)CN2CCN(CC(=O)Nc3ccccc3Cl)CC2)cc1Cl` in the list: -7	3.6	2	-1	-3	-2	-3	3	-2

# New compounds follow:
SMILES,PAFAH2 inh,PP5 inh,proCasp3 act,AHR act,TPT1 inh,core dimer inh,proCasp7 act,CTSL1 counter,PP1 counter
CCSCCOC(=O)C1=C(C)NC(=O)NC1c1ccccc1 (stereo not drawn),9,3.2,6,-1,4,-2,4,0,3
COC(=O)CC1=NN(c2nc3ccccc3s2)C(=O)/C1=C/N(C)C,3,1.0,3,2,4,-4,0,-1,2
CCOC(=O)c1ccccc1NC(=O)c1ccccc1NS(C)(=O)=O,6,1.4,-4,6,0,13,12,2,-2
Cc1ccccc1OCC(=O)NNC(=O)CCN1C(=O)c2ccccc2C1=O,1,2.6,5,0,-4,4,-6,-21,-6
CC(=O)c1ccc(-n2c(-c3cc(-c4ccsc4)n[nH]3)n[nH]c2=S)cc1,9,0.4,-2,6,-1,1,-2,2,-1
Cc1c(NS(C)(=O)=O)cccc1-c1nc2cccnc2s1,-7,0.3,9,7,-2,1,8,1,8
CCCCNC1C(CC)C(CCC)C(C#N)(C#N)C1(C#N)C#N (stereo not drawn),-3,-0.2,6,-4,5,3,3,2,1
Cc1cccn2c(=O)c3cc(C(=O)N4CCCCC4)sc3nc12,3,2.2,7,12,0,3,2,0,-4
Cc1cc(NC(=S)N(Cc2ccc(Br)cc2)Cc2ccc(C(=O)O)cc2)ccc1Cl,2,4.8,-3,0,0,29,-16,5,16*
COc1ccc2c(c1)C1(C)CC(C)(C)N2C(=O)N1c1ccccc1 (stereo not drawn),-8,-0.1,6,4,-1,3,14,3,0
O=C(COC(=O)c1nc(Cl)ccc1Cl)Nc1ncc(Cl)cc1Cl,52*,-0.8,5,7,-1,-6,-2,-9,-4
CN(Cc1cn(C)c2ccccc12)C(=S)Nc1cc(F)cc(F)c1,-2,4.7,2,18,0,1,-4,-2,-3
COc1ccc(C2C(C(=O)N3CCCCC3)CC(=O)N2c2ccc(OC)cc2)cc1 (stereo not drawn),1,-0.3,3,0,-2,-2,2,0,-4
CCOC(=O)c1nn(-c2ccc(Cl)cc2Cl)c(=N)c(C#N)c1C,.,9.1,-2,-1,95*,25,-1,7,9
COC(=O)c1cc(C)cc(=O)o1,3,-2.9,6,-3,-1,0,5,-2,-4
O=C(O)c1cc([N+](=O)[O-])c(NCc2cccnc2)c([N+](=O)[O-])c1,-2,2.8,-5,0,2,-5,-5,1,-3
N#CCCN1CCN(C(CNS(=O)(=O)c2ccc(Cl)cc2)c2ccccc2)CC1 (stereo not drawn),17,-2.6,-4,2,-6,0,7,2,2
O=C(Nc1ccccc1)c1nn(-c2cccc(C(F)(F)F)c2)ccc1=O,-2,0.0,5,-6,1,-6,-2,3,-4
COc1ccc(C)cc1NC(=O)CCS(=O)(=O)c1cc2c(cc1Cl)NC(=O)CO2,-1,-7.5,-2,11,0,-5,-8,-3,10
CCn1cc(CN2CCC(n3nccc3NC(=O)C3CCCC3)CC2)c(C)n1,0,5.6,-11,-1,4,-1,4,0,-5

# Compounds shown so far with a tert-butyl group:
SMILES,PAFAH2 inh,PP5 inh,proCasp3 act,AHR act,TPT1 inh,core dimer inh,proCasp7 act,CTSL1 counter,PP1 counter
Cc1ccc(F)c(Cn2cnc3c(cnn3C(C)(C)C)c2=O)c1Cl,-1,1.5,1,0,.,.,10,.,6
Cc1cc(F)cc(C)c1Cn1cnc2c(cnn2C(C)(C)C)c1=O,-6,.,-6,0,.,.,9,.,.

# The list goes on.
SMILES,PAFAH2 inh,PP5 inh,proCasp3 act,AHR act,TPT1 inh,core dimer inh,proCasp7 act,CTSL1 counter,PP1 counter
CC(C)Nc1nc(NC(C)C)nc(N(C)n2cnnc2)n1,-4,1.2,3,3,-12,0,8,-2,2
O=C(c1ccc2c(=O)n(Cc3ccc(Cl)cc3)c(=S)[nH]c2c1)N1CCOCC1,11,0.3,-6,-1,1,4,5,4,-2
O=C(CSc1nnc(CNC(=O)c2ccco2)o1)Nc1ccc(Br)cc1,0,-1.1,0,17,-1,3,-6,3,-3
CC(C)C(C(=O)N1CCN(Cc2ccccc2)CC1)c1ccccc1 (stereo not drawn),2,1.4,-4,3,-3,0,-8,-3,0
NNC(=O)c1cccn(Cc2cccc(C(F)(F)F)c2)c1=O,2,4.4,-3,9,1,-9,5,3,7

# Assay outcomes (PubChem)
